Assay outcomes (PubChem)
INS-1E ATP HTS: protection of INS-1E cells from cytokine death, primary screen, ATP luminescence, single point; INS-1E cytokine-induced death, 48 h; normalised: neutral wells 0, positive control 100; protection from cytokine-induced ATP loss, % at 10 µM; 20,000 compounds, 0.1% hits; AID 488910, 2010;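 active = mean replicate protection from cytokine-induced ATP loss at least 50% and at least 75% of replicates each reaching 50%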
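Assay system: INS-1E rat cells / Quantity: 8000 cells per well / Medium: RPMI without phenol red, 5% FBS / Probe or stimulus: three-cytokine cocktail (IFN-γ, TNF-α, IL-1β) / Dosing: one compound concentration, pin transfer / Timing: 48 h co-treatment, 10 min post-lysis read / Technique: CellTiter-Glo luminescence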
T cruzi HTS: inhibitors of intracellular Trypanosoma cruzi, primary screen, cell-based, plate reader, single point, set 2; intracellular Trypanosoma cruzi in host cells; activity score (inhibition), % at 5.01 µM; 22,000 compounds, 4.9% hits; in the data active = activity score above about 55%;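 note: parasites and compound incubated about four days before reading; 0% = median of neutral control wells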
Starred values were filed as active, the others as inactive; . = not tested or not shown.

SMILES	INS-1E ATP HTS	T cruzi HTS
COc1ccc(NC(=O)N(C)C[C@@H]2Oc3ccc(NS(=O)(=O)c4c(C)noc4C)cc3C(=O)N([C@H](C)CO)C[C@@H]2C)cc1	6	-9
COc1ccc(NC(=O)N(C)C[C@H]2Oc3c(NC(=O)C4CC4)cccc3C(=O)N([C@@H](C)CO)C[C@@H]2C)cc1	-2	-7
COc1ccc(S(=O)(=O)N(C)C[C@@H]2Oc3ccc(NC(=O)Nc4cccc5ccccc45)cc3CC(=O)N([C@H](C)CO)C[C@H]2C)cc1	-8	-9
CC(C)NC(=O)Nc1ccc2c(c1)C(=O)N([C@H](C)CO)C[C@@H](C)[C@H](CN(C)Cc1ccc(C(F)(F)F)cc1)O2	.	-16
C[C@H](CO)N1C[C@H](C)[C@H](CN(C)S(=O)(=O)c2cn(C)cn2)Oc2ccc(NC(=O)CCN3CCOCC3)cc2CC1=O	9	-17
CC(C)NC(=O)Nc1cccc2c1O[C@H](CN(C)C(=O)Nc1ccccc1)[C@@H](C)CN([C@H](C)CO)C2=O	3	-16
C[C@@H]1CN([C@@H](C)CO)C(=O)Cc2cc(NS(=O)(=O)c3cn(C)cn3)ccc2O[C@@H]1CN(C)Cc1ccc(C(=O)O)cc1	9	-14
COc1ccc(S(=O)(=O)N(C)C[C@@H]2Oc3ccc(NC(=O)CCC(F)(F)F)cc3CC(=O)N([C@H](C)CO)C[C@@H]2C)cc1	2	-2
COc1ccc(CN(C)C[C@@H]2Oc3ccc(NC(=O)Cc4cn(C)c5ccccc45)cc3C(=O)N([C@@H](C)CO)C[C@H]2C)cc1	-3	6
Cc1noc(C)c1NC(=O)Nc1cccc2c1O[C@@H](CN(C)S(=O)(=O)c1cn(C)cn1)[C@@H](C)CN([C@@H](C)CO)C2=O	14	-29
COc1ccc(S(=O)(=O)N(C)C[C@@H]2Oc3ccc(NC(=O)Nc4c(C)noc4C)cc3CC(=O)N([C@H](C)CO)C[C@H]2C)cc1	8	3
C[C@H]1CN([C@@H](C)CO)C(=O)c2cccc(NC(=O)C3CCOCC3)c2O[C@@H]1CN(C)Cc1ccccc1	-4	4
C[C@@H]1CN([C@H](C)CO)C(=O)c2cc(NC(=O)Nc3ccccc3)ccc2O[C@H]1CN(C)Cc1ccc(C(=O)O)cc1	-1	-12
Cc1noc(C)c1NC(=O)Nc1ccc2c(c1)C(=O)N([C@@H](C)CO)C[C@@H](C)[C@@H](CN(C)C(=O)Nc1ccc3c(c1)OCO3)O2	2	-12
C[C@@H]1CN([C@@H](C)CO)C(=O)c2cccc(NS(C)(=O)=O)c2O[C@H]1CN(C)CC1CCCCC1	7	-15
C[C@@H]1CN([C@H](C)CO)C(=O)Cc2cc(NS(=O)(=O)c3ccc(F)cc3)ccc2O[C@@H]1CN(C)S(=O)(=O)c1cn(C)cn1	5	-8
C[C@@H]1CN([C@H](C)CO)C(=O)c2cc(NC(=O)C3CCCCC3)ccc2O[C@H]1CN(C)CC1CCCCC1	-11	-6
C[C@H]1CN([C@@H](C)CO)C(=O)c2cc(NC(=O)Nc3cccc4ccccc34)ccc2O[C@H]1CN(C)Cc1ccc(C(=O)O)cc1	-1	-8
COc1ccc(S(=O)(=O)N(C)C[C@H]2Oc3c(NC(=O)Nc4ccccc4)cccc3C(=O)N([C@@H](C)CO)C[C@@H]2C)cc1	2	-11
COc1ccc(S(=O)(=O)Nc2ccc3c(c2)C(=O)N([C@@H](C)CO)C[C@H](C)[C@H](CN(C)S(=O)(=O)c2ccc(Cl)cc2)O3)cc1	0	-3
C[C@@H]1CN([C@@H](C)CO)C(=O)c2cccc(NC(=O)CCCCCC(=O)Nc3ccccc3N)c2O[C@H]1CN(C)C(=O)Nc1cccc2ccccc12	13	0
C[C@H](CO)N1C[C@H](C)[C@H](CN(C)S(=O)(=O)c2cn(C)cn2)Oc2ncc(-c3cccc(F)c3)cc2C1=O	.	8
C[C@@H]1CN([C@H](C)CO)C(=O)c2cc(NS(=O)(=O)c3ccc(F)cc3)ccc2O[C@H]1CN(C)C(=O)Nc1ccc2c(c1)OCO2	-31	2
C[C@H]1CN([C@@H](C)CO)C(=O)c2cccc(NS(=O)(=O)c3ccc(F)cc3)c2O[C@H]1CN(C)CC1CCCCC1	2	2
C[C@H](CO)N1C[C@H](C)[C@H](CN(C)S(=O)(=O)c2cccs2)Oc2ccc(NC(=O)Nc3ccc4c(c3)OCO4)cc2CC1=O	5	-9

Single values from the results shown.
Under INS-1E ATP HTS, COc1ccc(S(=O)(=O)N(C)C[C@@H]2Oc3ccc(NC(=O)CCC(F)(F)F)cc3CC(=O)N([C@H](C)CO)C[C@@H]2C)cc1 is listed with 2
Under T cruzi HTS, CC(C)NC(=O)Nc1ccc2c(c1)C(=O)N([C@H](C)CO)C[C@@H](C)[C@H](CN(C)Cc1ccc(C(F)(F)F)cc1)O2 is listed with -16

Part of the list above in another layout.
| Molecule | INS-1E ATP HTS | T cruzi HTS |
| --- | --- | --- |
| Cc1noc(C)c1NC(=O)Nc1cccc2c1O[C@@H](CN(C)S(=O)(=O)c1cn(C)cn1)[C@@H](C)CN([C@@H](C)CO)C2=O | 14 | -29 |
| COc1ccc(S(=O)(=O)N(C)C[C@@H]2Oc3ccc(NC(=O)Nc4c(C)noc4C)cc3CC(=O)N([C@H](C)CO)C[C@H]2C)cc1 | 8 | 3 |
| C[C@H]1CN([C@@H](C)CO)C(=O)c2cccc(NC(=O)C3CCOCC3)c2O[C@@H]1CN(C)Cc1ccccc1 | -4 | 4 |

Carrying on:
SMILES	INS-1E ATP HTS	T cruzi HTS
C[C@@H]1CN([C@@H](C)CO)C(=O)Cc2cc(NC(=O)NC3CCCCC3)ccc2O[C@@H]1CN(C)C(=O)NC1CCCCC1	8	-12
COc1ccc(S(=O)(=O)N(C)C[C@H]2OCCCC[C@@H](C)Oc3ccc(NC(=O)NC(C)C)cc3C(=O)N([C@H](C)CO)C[C@@H]2C)cc1	6	-12
CCCN(C)C[C@@H]1OCCCC[C@@H](C)Oc2ccc(NS(=O)(=O)c3ccc(F)cc3)cc2C(=O)N([C@H](C)CO)C[C@@H]1C	5	-14
C[C@@H]1CN([C@H](C)CO)C(=O)c2cc(NC(=O)Nc3ccc(C(F)(F)F)cc3)ccc2O[C@@H]1CN(C)Cc1ccc(Oc2ccccc2)cc1	-17	7
Cc1ccc(S(=O)(=O)N(C)C[C@@H]2OCCCC[C@@H](C)Oc3ccc(NC(=O)Nc4cccc5ccccc45)cc3C(=O)N([C@H](C)CO)C[C@@H]2C)cc1	-4	14
COc1ccc(CN(C)C[C@H]2OCCCC[C@@H](C)Oc3ccc(NC(=O)Cc4ccccc4)cc3C(=O)N([C@H](C)CO)C[C@@H]2C)cc1	1	7
C[C@@H]1CN([C@H](C)CO)C(=O)c2cc(NS(C)(=O)=O)ccc2O[C@H]1CN(C)C(=O)Nc1ccc(F)cc1	0	-3
C[C@H](CO)N1C[C@H](C)[C@H](CN(C)Cc2ccc(-c3ccccc3)cc2)Oc2ccc(NC(=O)Nc3ccc(F)cc3)cc2C1=O	-41	6
C[C@@H]1CN([C@@H](C)CO)C(=O)Cc2cc(NC(=O)C3CC3)ccc2O[C@@H]1CN(C)Cc1ccc(C(F)(F)F)cc1	-4	-13
C[C@@H]1CN([C@@H](C)CO)C(=O)c2cccc(NC(=O)NC3CCCCC3)c2O[C@H]1CN(C)C(=O)Nc1ccc(F)cc1	6	-7
C[C@@H]1CN([C@H](C)CO)C(=O)Cc2cc(NC(=O)Nc3ccc4c(c3)OCO4)ccc2O[C@H]1CN(C)S(=O)(=O)c1ccc(F)cc1	1	12
COc1ccc(NC(=O)Nc2cccc3c2O[C@@H](CN(C)Cc2ccc(Cl)c(Cl)c2)[C@H](C)CN([C@H](C)CO)C3=O)cc1	-17	37
Cc1noc(C)c1NC(=O)N(C)C[C@H]1Oc2ccc(NC(=O)Nc3cccc4ccccc34)cc2CC(=O)N([C@@H](C)CO)C[C@@H]1C	1	1
C[C@H](CO)N1C[C@H](C)[C@H](CN(C)Cc2ccc(Cl)c(Cl)c2)Oc2ccc(NS(=O)(=O)c3ccc(Cl)cc3)cc2CC1=O	-30	45
C[C@@H]1CCCCO[C@@H](CN(C)C(=O)Nc2ccc3c(c2)OCO3)[C@@H](C)CN([C@H](C)CO)C(=O)c2cc(NC(=O)Nc3ccc(F)cc3)ccc2O1	5	-19
C[C@@H]1CN([C@H](C)CO)C(=O)Cc2cc(NC(=O)Nc3ccc(C(F)(F)F)cc3)ccc2O[C@@H]1CN(C)Cc1ccc(Oc2ccccc2)cc1	-35	80*
COc1ccc(NC(=O)Nc2cccc3c2O[C@H](CN(C)C(=O)Nc2ccc(F)cc2)[C@H](C)CN([C@H](C)CO)C3=O)cc1	7	-15
Cc1noc(C)c1NC(=O)Nc1ccc2c(c1)CC(=O)N([C@H](C)CO)C[C@@H](C)[C@H](CN(C)S(=O)(=O)c1cn(C)cn1)O2	11	-21
Cc1ccc(S(=O)(=O)N(C)C[C@@H]2OCCCC[C@@H](C)Oc3ccc(NS(C)(=O)=O)cc3C(=O)N([C@H](C)CO)C[C@@H]2C)cc1	3	-9
Cc1noc(C)c1NC(=O)N(C)C[C@H]1Oc2ccc(N(C)C)cc2CC(=O)N([C@@H](C)CO)C[C@@H]1C	2	-23
C[C@@H]1CN([C@H](C)CO)C(=O)c2cc(NC(=O)Cc3ccccc3)ccc2O[C@H]1CN(C)Cc1ccc(-c2ccccc2)cc1	-54	37
C[C@@H]1CN([C@H](C)CO)C(=O)c2cc(NC(=O)Nc3ccc(F)cc3)ccc2O[C@@H]1CN(C)Cc1ccc(C(=O)O)cc1	8	-4
Cc1ccc(S(=O)(=O)Nc2ccc3c(c2)C(=O)N([C@H](C)CO)C[C@H](C)[C@H](CN(C)C(=O)Nc2cccc4ccccc24)OCCCC[C@@H](C)O3)cc1	-3	8
Cc1noc(C)c1NC(=O)Nc1ccc2c(c1)CC(=O)N([C@@H](C)CO)C[C@H](C)[C@H](CN(C)C(=O)NC(C)C)O2	6	-6
COc1ccc(S(=O)(=O)N(C)C[C@@H]2Oc3ccc(NC(=O)CCCCCC(=O)Nc4ccccc4N)cc3C(=O)N([C@H](C)CO)C[C@@H]2C)cc1	9	3

In another format: entries from further up.
canonical_smiles,INS-1E ATP HTS,T cruzi HTS
C[C@@H]1CN([C@H](C)CO)C(=O)Cc2cc(NC(=O)Nc3ccc(C(F)(F)F)cc3)ccc2O[C@@H]1CN(C)Cc1ccc(Oc2ccccc2)cc1,-35,80*
COc1ccc(NC(=O)Nc2cccc3c2O[C@H](CN(C)C(=O)Nc2ccc(F)cc2)[C@H](C)CN([C@H](C)CO)C3=O)cc1,7,-15
Cc1noc(C)c1NC(=O)Nc1ccc2c(c1)CC(=O)N([C@H](C)CO)C[C@@H](C)[C@H](CN(C)S(=O)(=O)c1cn(C)cn1)O2,11,-21

Later entries
SMILES	INS-1E ATP HTS	T cruzi HTS
C[C@H]1CN([C@@H](C)CO)C(=O)CCCn2cc(nn2)CO[C@@H]1CN(C)S(=O)(=O)c1ccc2ccccc2c1	.	2
Cc1ccc(S(=O)(=O)Nc2cccc3c2O[C@H](CN(C)S(=O)(=O)c2ccc(F)cc2)[C@H](C)CN([C@H](C)CO)C3=O)cc1	1	-4
C[C@H]1CN([C@@H](C)CO)C(=O)c2cccc(NS(=O)(=O)c3ccccc3)c2O[C@@H]1CN(C)Cc1ccc(Oc2ccccc2)cc1	-4	13
C[C@H]1CN([C@@H](C)CO)C(=O)c2cccc(NC(=O)c3nc4ccccc4s3)c2O[C@H]1CN(C)Cc1ccc2c(c1)OCO2	-21	57*
C[C@H]1CN([C@@H](C)CO)C(=O)Cc2cc(NC(=O)C3CC3)ccc2O[C@H]1CN(C)S(=O)(=O)c1ccc(F)cc1	7	-5
C[C@@H]1CN([C@@H](C)CO)C(=O)c2cc(NC(=O)CCCN(C)C)ccc2O[C@@H]1CN(C)S(C)(=O)=O	0	-9
C[C@H]1CN([C@@H](C)CO)C(=O)c2cccc(NC(=O)c3cnccn3)c2O[C@@H]1CN(C)S(=O)(=O)c1ccc(Cl)cc1	0	-1
COc1ccc(CN(C)C[C@H]2Oc3c(NC(=O)C4CCCCC4)cccc3C(=O)N([C@@H](C)CO)C[C@H]2C)cc1	-12	26
C[C@@H]1CN([C@@H](C)CO)C(=O)c2cc(NC(=O)CCN3CCOCC3)ccc2O[C@@H]1CN(C)Cc1ccc(Cl)c(Cl)c1	-9	-4
C[C@@H]1CN([C@@H](C)CO)C(=O)c2cccc(NS(=O)(=O)c3cccs3)c2O[C@@H]1CN(C)S(=O)(=O)c1cn(C)cn1	7	1
C[C@@H]1CN([C@@H](C)CO)C(=O)c2cc(NC(=O)CCN3CCOCC3)ccc2O[C@H]1CN(C)C(=O)Nc1ccccc1	7	-26
COc1ccc(NC(=O)Nc2ccc3c(c2)C(=O)N([C@H](C)CO)C[C@H](C)[C@H](CN(C)Cc2ccc(Cl)c(Cl)c2)OCCCC[C@@H](C)O3)cc1	-28	64*
C[C@H](CO)N1C[C@H](C)[C@H](CN(C)C(=O)c2ccncc2)OCc2cn(nn2)CCCC1=O	4	-17
C[C@H](CO)N1C[C@H](C)[C@H](CN(C)Cc2ccc(-c3ccccc3)cc2)Oc2ccc(NS(=O)(=O)c3ccc(Cl)cc3)cc2CC1=O	-2	10
Cc1cc(C(=O)Nc2cccc3c2O[C@@H](CN(C)CC2CC2)[C@H](C)CN([C@H](C)CO)C3=O)n(C)n1	1	4
C[C@H]1CN([C@@H](C)CO)C(=O)c2cccc(NC(=O)c3ccc(-c4nccs4)cc3)c2O[C@@H]1CN(C)C(=O)Nc1ccc(F)cc1	11	-22
Cc1ccc(S(=O)(=O)Nc2ccc3c(c2)C(=O)N([C@H](C)CO)C[C@H](C)[C@@H](CN(C)C(=O)Nc2ccccc2)O3)cc1	0	-177
